# ATXN2 expr inh – Primary qHTS for Inhibitors of ATXN expression. AID 1745845, 2022. 360,000 compounds, 0.72% hits. Potency, µM (top dose mostly 57 µM), without a hit: top-dose activity change, negative = inhibition, usual class: inhibitors. HEK-293 ATXN2-luciferase reporter, luminescence, 24 h; further: potency means the concentration at half of the fitted maximal effect; on the % scale 0 is the no-effect control and ±100 the full control effect; nearly all actives have a fitted effect of over 55% in size
#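 qHTS (up to 57 uM final) was run with 24 h compound exposure of reporter cells at 37 °C. Each well was multiplexed: SteadyGlo luminescence measured ATXN2-luciferase expression after a fluorogenic Gly-Phe-AFC viability readout (25 uM final).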
# MCF10A rereplic – A quantitative high throughput screen for small molecules that induce DNA re-replication in MCF 10a normal breast cells; MCF 10A DNA re-replication, Hoechst nuclear intensity, 48 h; Potency, µM (series often up to 46.1 µM), inactives show at the highest dose activity, positive = re-replication, hits mostly activators; 350,000 compounds, 2.9% hits; further: potency means the concentration at half of the fitted maximal effect; % of control where 0% means no effect; nearly all actives have a fitted effect of over 50% in size
# S2 tox – Viability Counterscreen for Primary qHTS for Inhibitors of ATXN expression; S2 cells (HEK-293 line with an ATXN2-luciferase reporter) viability, CellTiter-Fluor protease fluorescence, 24 h; Potency, µM (series often up to 56.7 µM), usual class: cytotoxic; 400,000 compounds, 0.49% hits; further: potency means the concentration at half of the fitted maximal effect; nearly all actives have a fitted effect of over 40% in size
# HepG2 tox – qHTS for Inhibitors of TGF-b: Cytotox Counterscreen; HepG2 CAGA-GFP viability, ATP luminescence, 18 h; Potency, µM (top dose mostly 46.1 µM), for inactives: at the top dose activity change, negative = cytotoxicity, most hits filed as cytotoxic; 410,000 compounds, 0.76% hits; AID 588856, 2011; further: potency means the concentration at half of the fitted maximal effect; some results filed as inactive show a strong effect at the top dose
#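 HepG2 CAGA-GFP cells (1000/well, DMEM with 1% FBS) received compound, then TGF-beta at 500 pg/mL final, and were incubated 18 hours at 37 degrees C. Viability was read by CellTiter-Glo luminescence. Media-only wells were set as complete cell-killing and DMSO as no toxicity.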
# Nrf2 block – Nrf2 qHTS screen for inhibitors; 360,000 compounds, 2.1% hits; AID 504444, 2011; A549 ARE-Fluc reporter, luciferase luminescence, 18-24 h; Potency, µM (doses to about 46 µM), for the others: at the highest dose activity change, negative = inhibition, actives largely listed as inhibitors; further: potency means the concentration at half of the fitted maximal effect; on the % scale 0 is the no-effect control and ±100 the full control effect; nearly all actives have a fitted effect of over 60% in size
#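 Cells were seeded and rested 2 h, then exposed to compounds for 18-24 h. CellTiter-Fluor was read first as a viability measure. BugLite was added 15 min before the final luminescent read of ARE-luciferase activity in A549 cells.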
# Nrf2 ARE act – qHTS of Nrf2 Activators. AREc32 ARE-luciferase reporter (MCF7-derived line), luminescence, 24 h. Potency, µM (top dose mostly 46.1 µM), without a hit: top-dose activation, actives largely listed as activators. 410,000 compounds, 0.31% hits. AID 624171, 2012; further: potency means the concentration at half of the fitted maximal effect; % of control where 0% means no effect; nearly all actives have a fitted effect of over 65% in size
#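 AREc32_Fluc, 1000 cells/well, OPTI-MEM + 5% FBS, o/n 37 deg C 5% CO2; 23 nL cpd by pin tool, 24 hr; Steady-Glo 30 min RT, luminescence.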
# IL1B secr inh – qHTS for Inhibitors of Inflammasome Signaling: IL-1-beta AlphaLISA Primary Screen. activity change, % at 57.5 µM. THP-1 LPS/ATP IL-1B secretion, AlphaLISA, 16 h; hits give low values. 360,000 compounds, 4.7% hits; in the data active means activity change below about -50%; inconclusive means mostly about -30% to -49%; further: on the % scale 0 is the no-effect control and ±100 the full control effect
#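 Secreted IL-1B measured by AlphaLISA bead assay after 16 h compound exposure of THP-1 cells; compounds (final up to 57.5 uM) added 1 h before LPS (250 ng/mL) and ATP (1.25 mM) stimulation; lower signal means less secretion.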
# TGFb inhibitor – qHTS for Inhibitors of TGF-b | HepG2 CAGA-GFP TGF-b/SMAD3 reporter, GFP fluorescence, 18 h; TGF-beta stimulated, 500 pg/mL final | Potency, µM (highest dose often 46.1 µM), without a hit: at the top dose activity, negative = inhibition, hits mostly inhibitors | 410,000 compounds, 1.2% hits | AID 588855, 2011; further: potency means the concentration at half of the fitted maximal effect; on the % scale 0 is the no-effect control and ±100 the full control effect; nearly all actives have a fitted effect of over 65% in size
#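 HEPG2 CAGA-GFP cells (1000/well, DMEM with 1% FBS) were pre-incubated 2 h at 37 degrees C, given compound by pin tool, then stimulated with TGF-beta at 500 pg/mL final for 18 h before per-cell GFP fluorescence imaging.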
# A549 viability – Nrf2 qHTS screen for inhibitors: counterscreen for cytotoxicity; Potency, µM (titrated, usually from 46 µM), for inactives: at the highest dose activity change, negative = cytotoxicity, usual class: inhibitors; AID 504648, 2011; 390,000 compounds, 0.16% hits; A549 ARE-Fluc cells, CellTiter-Fluor viability, 18-24 h; further: potency means the concentration at half of the fitted maximal effect; on the % scale 0 is the no-effect control and ±100 the full control effect
#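 A549 ARE_Fluc cells in 5% FBS OPTI-MEM were exposed to compounds in concentration-response for 18-24 h at 37 deg C. Viability was read by CellTiter-Fluor fluorescence (Ex 405/Em 525) after 30 min, before the luciferase read.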
# * = called active by the depositor; i = inactive; ? = inconclusive; nt = not tested or not shown; [ ] = another dose, or the depositor's remark. Unless noted, the call rests on the fitted dose curve; in most records, active means well fitted curve in the direction sought with a large enough effect; inconclusive means small, poorly fitted or top-dose-only effect, or another doubt; inactive means no such curve, though single readings can be large; an effect the other way counts as inactive or inconclusive. No enrichment for hits, and some 8.8% of all compounds hit somewhere here.
SMILES,ATXN2 expr inh,MCF10A rereplic,S2 tox,HepG2 tox,Nrf2 block,Nrf2 ARE act,IL1B secr inh,TGFb inhibitor,A549 viability
CCCCn1c(=O)n(CC(=O)NCc2ccc(C)cc2)c(=O)c2c1nc(CO)n2CCC,4%,1%,i,5%,-17%,-0.6%,37,-9%,-1%
CCCc1nn(-c2cc(Cl)ccc2OC)c2c1C(=O)CC(C)(C)C2,-34%,?,i,-17%,-16%,-0.2%,13,-1%,-5%
COc1ccc(CCNC(=O)C2CC2)cc1,8%,-2%,i,4%,-1%,-0.1%,-12,11%,-5%
COc1ccc(CNC(=O)C2(CC3CC(c4ccccc4)=NO3)CCN(C(=O)OC(C)(C)C)CC2)cc1 (stereo not given),-1%,11%,i,-21%,4%,0.4%,-10,-22%,-12%
CCCCOc1ccc(C(=O)N=c2sccn2C)cc1OC,31%[activator],-3%,i,1%,12%,0.0%,-11,0%,1%
O=C(O)c1ccc(S(=O)(=O)N2CCc3ccccc3C2)cc1,7%,-4%,i,-14%,11%,-0.7%,81,-19%,-1%
O=C(NCc1cccc(C(F)(F)F)c1)c1ccc2c(c1)OCO2,-9%,0%,i,5%,-4%,-0.5%,3,0%,0%
COc1cc(C(=O)N(Cc2ccc(N(C)C)cc2)C2CCS(=O)(=O)C2)cc(OC)c1OC (stereo not given),1%,?,i,0%,3%,-0.8%,-7,-8%,0%
CN(Cc1ccccc1)S(=O)(=O)c1ccc(Cl)c(C(=O)O)c1,1%,1%,i,-8%,-1%,-0.1%,-10,-8%,6%
C/C(=N\NC(=O)CC1N=C(Cc2ccccc2)NNC1=O)c1ccncc1 (stereo not given),nt,-2%,i,-5%,14%,-0.5%,13,-1%,-14%
CCOc1ccc(/C(O)=C2/C(=O)C(=O)N(CC3CCCO3)C2c2ccc(C)o2)cc1 (stereo not given),6%,-7%,i,-8%,5%,-0.7%,-3,3%,-9%
C/C(=N\N=C(N)N)c1cccc([N+](=O)[O-])c1,-25%,5%,i,6%,-17%,-0.5%,-6,-11%,5%
CN(Cc1c(F)cccc1Cl)C(=O)c1cnc2ccccc2n1,27%,3%,i,3%,0%,0.6%,22,-3%,1%
CC(=O)N(c1nc(CCl)cs1)c1cccc(C)c1C,7%[11.3 µM],1%,?,6%,-23%,3.1%,-12,3%,0%
COc1ccccc1CNC(=O)CN1C(=O)NC(c2ccccc2)(c2ccccc2)C1=O,2%,4%,i,8%,-3%,0.1%,-8,13%,-1%
COc1cc(OC)c(OC)cc1CN(C)CC1CCCN(CCc2ccccc2F)C1 (stereo not given),nt,4%,?,-21%,?,-0.6%,?,-1%,-15%
CCOC(=O)Nc1ccc(C(=O)/C=C/c2ccccc2)cc1,-29%,?,?,-47%,3%,?,-88*,?,0%
Cc1c(C(=O)O)oc2c1C(=O)CC(C)(C)C2,-3%,-22%,i,-7%,16%,0.3%,-1,8%,-1%
Cc1ccc2nsnc2c1S(=O)(=O)N(CCO)Cc1cc2cc3c(cc2[nH]c1=O)OCCO3,21%,-1%,i,-10%,4%,0.2%,-24,2%,10%
C[C@H](CO)N1C[C@H](C)[C@@H](CN(C)Cc2ccccc2)Oc2c(NS(=O)(=O)c3ccccc3)cccc2C1=O,8%,-5%,i,8%,6%,-0.4%,-6,-2%,-2%
CSCCC(NC(=O)COc1ccccc1)C(=O)OCCOc1ccc(C)cc1 (stereo not given),5%,-9%,i,0%,0%,-0.1%,13,5%,3%
CCC(CC)C(=O)Nc1cccc(C(=O)N2CCCC2)c1,-2%,2%,i,-21%,-7%,0.1%,19,8%,-8%
Cc1occc1C(=O)Nc1ccccc1C(=O)O,2%,5%,i,-85%,13%,2.7%,42,9%,-12%
Cc1ccc(NC(=O)Cc2csc(C)n2)c(C)c1,nt,nt,nt,-13%,24%,2.4%,nt,-28%,1%
S=c1[nH]nc2nnc3ccccc3n12,-13%,5%,?,-39%,-6%,4.3%,-7,-3%,-15%
CCOc1ccc(NS(=O)(=O)c2cccc(C(=O)N3CCN(C/C=C/c4ccccc4)CC3)c2)cc1,?,?,?,-32%,?,2.6%,?,?,-16%
COc1cc(S(=O)(=O)n2cnc3ccccc32)ccc1Br,nt,0%,i,23%,-3%,-0.7%,1,11%,1%
N#CCSc1ccccc1NC(=O)CN1C(=O)C2CC=CCC2C1=O (stereo not given),-23%,-5%,i,-25%,10%,2.2%,22,17%,10%
CCN(CC)c1ccc(C=Nc2ccccc2)c(O)c1,4%,16%,i,-10%,nt,0.6%,27,-7%,9%
O=C1C(=Cc2ccc(Br)o2)C(=O)c2ccccc21,-28%,-7%,?,-16%,-7%,0.2%,6,4%,-16%
COc1cc2oc(=O)cc(CN3CCCCCCC3)c2cc1Cl,8%,nt,i,-13%,nt,0.6%,19,?,nt
Cc1cn(C2CCCCO2)c(=O)[nH]c1=O (stereo not given),9%,-1%,i,3%,-10%,-0.1%,3,20%,-8%
CC1(C)CNC(=O)c2sc(NC(=O)c3ccccc3)nc2C1,80%[activator],-7%,i,-11%,15%,11%,3,?,0%
COc1ccc(-c2csc(NC3OC(=O)c4c3ccc(OC)c4OC)n2)cc1OC (stereo not given),?,?,?,-48%,11%,?,nt,?,?
COc1ccc(C2=NN(C(C#N)c3ccc(OC)cc3)C(c3ccccc3)C2)cc1 (stereo not given),64%[activator],?,i,-21%,3%,15%,19,-12%,-2%
CC1(C)Cc2ccccc2C(C(Cc2ccccc2)C(N)=O)=N1 (stereo not given),-11%,1%,i,-21%,-2%,0.0%,3,-27%,-3%
CC(C)(C)C(=O)Nc1ccc2nc(SCc3ccccc3)sc2c1,?,nt,nt,-30%,1%,5.5%,nt,?,-7%
N#Cc1ccc(CN2CCN(C(=O)CCNS(=O)(=O)c3ccc(F)c(Cl)c3)CC2)cc1,-21%,?,i,-15%,?,1.9%,-6,?,-10%
O=C(O)CCn1c(SCCOc2ccccc2)nc2ccccc21,nt,-1%,i,-4%,-6%,-0.7%,2,5%,-2%
Cc1cc(C)n(CC(O)COc2c(C)cccc2C)n1 (stereo not given),nt,-3%,i,16%,-26%,0.4%,0,18%,-3%
O=C(NCc1cc([N+](=O)[O-])ccc1O)c1cc(-c2ccncc2)nc2ccccc12,9%,?,i,-2%,3%,0.5%,40,1%,-2%
COc1ccccc1NC(=O)CSc1ccc2nnc(-c3cccnc3)n2n1,-2%,-3%,i,-1%,16%,7.6%,-14,12%,0%
CCC(CC)C(=O)Nc1ccccc1NC(C)=O,-9%,-1%,i,-24%,15%,0.1%,4,-8%,17%
O=C1NC[C@H](CC2CCCCC2)N(CC2CCCCC2)C1=O,1%,1%,i,-10%,7%,0.5%,-8,0%,-13%
CCOC(=O)N1CCN(CC(O)c2c[nH]c3ccccc23)CC1 (stereo not given),-31%,-7%,i,-26%,0%,2.5%,-25,-11%,6%
CC1(C)CC[C@]2(C(=O)O)CC[C@]3(C)C(=CC[C@@H]4[C@@]5(C)CC[C@H](O)C(C)(C)[C@@H]5CC[C@]43C)[C@@H]2C1,-1%,-6%,i,2%,2%,-0.6%,26,-15%,-1%
c1csc(CNc2nc(-c3cccs3)nc3ccccc23)c1,-12%,?,i,-19%,-28%,12%,-22,4%,?
Cc1ccccc1Nc1nn2c(=O)c3ccc(C(=O)NCc4cccs4)cc3nc2s1,nt,nt,nt,-50%,nt,1.2%,nt,?,-8%
COc1cc(C(=O)N2CCCC(C)(C(=O)NS(=O)(=O)C3CC3)C2)cc(OC)c1OC (stereo not given),2%,nt,i,6%,nt,-0.8%,-16,12%,nt

# Screening data (PubChem BioAssay)
